Screening results (PubChem)
HSP90 refold inh – inhibitors of HSP90 luciferase refolding in rabbit reticulocyte lysate; actives 0.91% (n = 290,000); luciferase refolding luminescence, 3 h; inhibition, % at 5.6 µM;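 active = inhibition above the screen-wide mean plus 3 SD, computed separately per campaign, cut at about 16% in these data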;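 also: 0% = DMSO wells and 100% = 60 µM geldanamycin wells; inhibitors lower the luminescence because luciferase stays unfolded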
KLF5 inhibitor – suppresses KLF5 promoter-driven expression | inhibition, % at 5 µM | DLD-1 KLF5 promoter-luciferase reporter, luminescence | actives 0.23% (n = 290,000);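 active = inhibition above a per-plate limit of that plate's mean compound inhibition plus 3 SD, cut at about 60% in these data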;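 also: 0% = DMSO wells and 100% = LY294002 at 200 µM; higher means less KLF5 promoter-driven luciferase light; inactives centre near -14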
GSK3 alpha inh – inhibitors of human GSK-3 alpha kinase. ADP-Glo luminescence, 60 min. P49840. actives 0.1% (n = 320,000). AID 2650. inhibition, % at 10 µM;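 in the data active = inhibition above about 50%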;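 also: GST-tagged GSK-3 alpha with peptide substrate and 25 µM ATP; 0% = DMSO neutral wells and 100% = GW8510 positive control wells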
Target sequence (P49840 whole entry, looked up): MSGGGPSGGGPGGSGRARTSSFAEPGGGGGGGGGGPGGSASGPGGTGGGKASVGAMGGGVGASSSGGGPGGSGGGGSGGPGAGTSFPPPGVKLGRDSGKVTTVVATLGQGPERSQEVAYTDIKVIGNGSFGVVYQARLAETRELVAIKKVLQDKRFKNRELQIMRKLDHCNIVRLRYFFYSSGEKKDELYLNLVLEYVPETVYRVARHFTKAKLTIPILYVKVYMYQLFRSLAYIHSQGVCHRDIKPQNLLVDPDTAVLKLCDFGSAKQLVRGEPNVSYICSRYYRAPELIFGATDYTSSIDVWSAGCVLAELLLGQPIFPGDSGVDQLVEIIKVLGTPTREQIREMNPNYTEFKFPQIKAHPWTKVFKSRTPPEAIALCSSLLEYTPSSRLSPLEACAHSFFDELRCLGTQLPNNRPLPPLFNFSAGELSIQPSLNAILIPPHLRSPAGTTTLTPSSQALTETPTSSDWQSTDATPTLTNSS
PolyA inhibitor – yeast polyadenylation inhibition; S. cerevisiae SKY197-pL101 polyadenylation reporter, beta-gal luminescence; efflux-impaired pdr1/pdr3 knockout yeast; score 100 = 6 SD above DMSO; calls only at 12 µM; actives 0.02% (n = 300,000); AID 1875;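 active = lowest replicate activity score at least 50, where 100 means six control SD above control mean; inconclusive = lowest score under 50 but half or more replicates reach 50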;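 also: yeast exposed to compound for 9 h at 30 °C; higher score means more reporter readthrough which indicates perturbed polyadenylation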
HSF1 inhib – HSF1 inhibition; actives 0.77% (n = 300,000); activity change, negative = inhibition, % at 7.5 µM (by protocol); NIH3T3-HGL HSE-luciferase, MG132-induced, luminescence 8 h; stronger effect = lower value;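 active = more than half of replicate wells show activity change below -50%, luminescence cut by over half; inconclusive = some wells, but at most half, below -50%; inactive = no replicate well below -50%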;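 also: luciferase reports HSF-1 transcriptional activity via heat shock element; 0% = median of DMSO wells and -100% = zero luminescence signal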
AI-2 QS modul – modulators of Vibrio harveyi AI-2 quorum sensing system | AID 2094 | activity change, % at 7.5 µM | actives 0.4% (n = 300,000) | Vibrio harveyi JMH597 AI-2 luminescence/OD600 ratio, 9 h; stronger effect = lower value; strain lacks LuxN and CqsS sensors; 0 = neutral-control median; in the data active = activity change below about -75%, passing the limit was not always enough; inconclusive = no clear call, values can overlap the other calls;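 also: luminescence divided by OD600 gain over 9 h not by final OD600 alone; inactives centre near 13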
GSK3beta inhib – human GSK3beta kinase inhibition. AID 2097. P49841. actives 0.038% (n = 300,000). GST-GSK3beta kinase, ADP-Glo luminescence, 60 min; stronger effect = lower value. activity score (negative = inhibition), % at 10 µM;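 active = more than half of replicate wells score below -50%, meaning over 50% inhibition versus plate controls; inconclusive = some replicates but at most half score below -50%; inactive = no replicate scores below -50%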;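 also: 0% = median DMSO wells and -100% = median GW8510 positive control wells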
Target sequence (P49841 whole entry, looked up): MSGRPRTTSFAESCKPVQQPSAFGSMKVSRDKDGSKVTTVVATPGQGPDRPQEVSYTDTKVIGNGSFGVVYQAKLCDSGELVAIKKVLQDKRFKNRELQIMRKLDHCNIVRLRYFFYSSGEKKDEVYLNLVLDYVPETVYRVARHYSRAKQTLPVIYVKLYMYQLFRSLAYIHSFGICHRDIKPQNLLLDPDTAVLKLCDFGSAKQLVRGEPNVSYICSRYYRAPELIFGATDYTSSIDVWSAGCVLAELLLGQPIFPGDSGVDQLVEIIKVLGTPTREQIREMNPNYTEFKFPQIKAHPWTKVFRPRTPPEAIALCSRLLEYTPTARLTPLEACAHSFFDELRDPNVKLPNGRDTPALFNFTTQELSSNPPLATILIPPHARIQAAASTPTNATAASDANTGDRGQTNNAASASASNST
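Test system: GST-fused GSK3beta enzyme, cell-free | Quantity: 1.6 ng GST-GSK3beta enzyme per well | Reagent: 25 µM ATP with peptide substrate | Schedule: 60 min enzyme reaction, room temperature | Signal: Luminescent ADP-Glo measurement of ADP formed | Read-out basis: Score relative to plate controls | Control set: DMSO and 20 µM GW8510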
IEC-6 tox – counter-screen for KLF5 inhibitors: cytotoxicity in IEC-6 cells; IEC-6 cytotoxicity, luminescence viability; inhibition, % at 5 µM; actives 0.78% (n = 290,000); AID 1825; in the data active = inhibition above about 22%;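 also: 0% = plate median of test compound wells and 100% = cytotoxic reference compound wells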
HSF-1 act – increases HSF-1 driven luciferase reporter signal; NIH3T3-HGL HSF-1 luciferase reporter, MG132, 8 h; 100% = twice DMSO control signal; actives 1.7% (n = 300,000); activation, % at 9 µM;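 active = mean replicate activation of at least 50% with a set share of replicates each reaching 50%; inconclusive = only one of those two conditions met; inactive = mean below 50% and too few replicates reaching it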;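 also: 0% = median of the neutral control wells and 100% = twice that signal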
aSyn 5UTR inh – 5' untranslated region of α-synuclein, MLPCN primary screen | inhibition, % (tested at 7.5 µM) | actives 0.82% (n = 300,000) | alpha-synuclein 5'UTR reporter, inhibitor activity; in the data active = inhibition above about 60%; inconclusive = no clear call, values can overlap the other calls;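 also: H4 neuroglioblastoma cells stably carrying SNCA 5'UTR luciferase fusion; 0% = DMSO wells and 100% = positive control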
* marks the source's active call; other numbers are inactive results; i = inactive; u = inconclusive; x = no result given. This is a subset; the hit share may differ from the screen's.

SMILES	HSP90 refold inh	KLF5 inhibitor	GSK3 alpha inh	PolyA inhibitor	HSF1 inhib	AI-2 QS modul	GSK3beta inhib	IEC-6 tox	HSF-1 act	aSyn 5UTR inh
CCC(C)(C)n1nnnc1C(c1ccc(OC)c(OC)c1)N1CCN(c2cccc(OC)c2)CC1 (stereo unspecified)	3	-17	-3	i	3	18	2	0	3	12
Cc1ccc(NC(=S)N(C)C(c2ccccc2)c2ccccc2)cc1C	-2	-26	-1	i	9	12	2	-2	2	-19
CC(C)(C)OC(=O)NCc1n[nH]c(=S)n1C1CC1	4	-11	-1	i	-4	-15	1	-2	15	-6
COCc1nc2ccccc2n1Cc1ccccc1	7	-6	-1	i	15	3	-1	3	8	-34
CC(Oc1ccc(-c2ccccc2)cc1)C(=O)N/N=C/c1cccnc1 (stereo unspecified)	-1	-20	0	i	4	5	0	0	6	6
COc1cccc(NC(=S)NCCN2CCOCC2)c1	1	12	1	i	1	21	-2	-5	8	-3
COc1ccc(-c2cc3ccc(OCC(=O)NCC4CCC(C(=O)O)CC4)cc3oc2=O)cc1 (stereo unspecified)	-1	-100	2	i	22	11	0	3	38	-32
COc1ccc(CN(C)CCc2ccccn2)c(OC)c1OC	1	6	-3	i	-4	27	-1	0	4	-22
COc1ccc(C2=NN(C(=O)c3ccc(Cl)c([N+](=O)[O-])c3)C(c3ccccc3)C2)cc1 (stereo unspecified)	0	-2	1	i	44	7	4	7	u	4
Cc1cc(C(C)(C)C)cc(C)c1CC1=NCCN1	0	-7	-1	i	-18	25	3	0	-36	19
O=C(CSc1ccsc1[N+](=O)[O-])NCc1ccccc1	0	-22	x	i	4	-55	1	5	18	-104
CCOC(=O)C(C)Oc1cc(Cl)c(C=O)cc1OC (stereo unspecified)	3	-9	0	i	14	17	-2	-5	51*	0
COC(=O)CN1C(=O)COc2ccc(S(=O)(=O)NCc3ccc(F)cc3)cc21	3	-24	-1	i	2	23	0	-1	2	-38
O=C(CSc1nc2ccccc2c(=O)n1-c1ccccc1)N1CCCC1	-3	-36	-1	i	-1	16	3	-2	3	3
COCc1ccc(C(=O)N2CCCC(N3CCN(c4ccccc4C)CC3)C2)s1 (stereo unspecified)	-5	-2	-2	i	-1	26	0	-8	4	6
CC(=O)Nc1ccc(N2CCN(c3ccc(F)cc3)CC2)cc1	5	-26	-1	i	10	13	0	0	21	0
COc1ccc(OCCCC(=O)Nc2cccc(SC)c2)cc1	7	6	-1	i	-5	25	1	8	7	15
O=C(c1ccc(Br)cc1)c1sc(N2CCOCC2)nc1-c1ccccc1	2	22	0	i	1	49	-1	6	-7	-5
Cc1ccc2c(c1)-c1cc(C)nn1C(c1ccc3c(c1)OCO3)N2 (stereo unspecified)	-2	-17	-2	i	-4	-4	0	3	16	-34
Cc1ccc(C(=O)N(Cc2ccc3c(c2)OCO3)Cc2nc3ccccc3c(=O)[nH]2)cc1	-2	-22	-1	i	x	7	1	2	x	-4

Just HSF-1 act, GSK3beta inhib and GSK3 alpha inh (3 entries from above):
Structure | HSF-1 act | GSK3beta inhib | GSK3 alpha inh
COC(=O)CN1C(=O)COc2ccc(S(=O)(=O)NCc3ccc(F)cc3)cc21 | 2 | 0 | -1
O=C(CSc1nc2ccccc2c(=O)n1-c1ccccc1)N1CCCC1 | 3 | 3 | -1
COCc1ccc(C(=O)N2CCCC(N3CCN(c4ccccc4C)CC3)C2)s1 (stereo unspecified) | 4 | 0 | -2

Next section
SMILES	HSP90 refold inh	KLF5 inhibitor	GSK3 alpha inh	PolyA inhibitor	HSF1 inhib	AI-2 QS modul	GSK3beta inhib	IEC-6 tox	HSF-1 act	aSyn 5UTR inh
Cc1cc(CNC(=O)Nc2ccc3c(c2)OCO3)nn1C	-2	-49	-1	x	x	11	-2	-2	x	-80
CC(NC(=O)COc1ccc(/C=N/NS(=O)(=O)c2ccccc2)cc1)c1ccccc1 (stereo unspecified)	-2	-17	-2	i	1	0	2	-1	7	-5
CC(=O)CCS(=O)(=O)c1ccc(NC(C)=O)cc1	5	3	-1	i	0	23	1	-2	1	-24
O=C(Nc1ccccc1Cl)NC1(C(=O)NCc2ccncc2)CCCCC1	6	-9	2	i	0	0	1	0	4	-7
CCOC(=O)C1=C(N)Oc2c(oc(CO)cc2=O)C1c1ccccc1 (stereo unspecified)	4	-5	-3	i	-2	7	0	5	1	-12
Clc1ccc(-c2nc(/C=N/N3CCOCC3)c3ccccn23)cc1	5	-22	2	i	10	20	-2	2	53*	1
C=CCN1CCc2c(cc(O)c(O)c2Cl)C(c2ccccc2)C1 (stereo unspecified)	x	x	-2	i	4	24	-3	x	2	-24
CCn1c2ccccc2c2cc(NC(=O)COC(=O)C3CCC(=O)N3)ccc21 (stereo unspecified)	-1	9	0	i	13	24	-2	2	11	9
C=CCn1c(SCC(=O)N2CCN(c3ccccc3)CC2)nc2c([nH]c3ccccc32)c1=O	7	11	-3	i	-12	1	3	7	-33	53
COc1ccccc1CCC(=O)OCC(=O)Nc1cccc(S(=O)(=O)N2CCCCC2)c1	x	x	7	i	8	48	2	x	23	-11
O=C(CSc1nnc(COc2ccccc2)o1)c1ccccc1	7	-44	-3	i	1	-68	-2	2	-2	-7
COc1ccc(N2CCC(CNC(=O)Nc3ccc(OC)cc3OC)C2)cc1 (stereo unspecified)	3	8	0	x	2	12	3	-1	3	9
Oc1ccccc1N1CCN(c2nnnn2-c2ccccc2)CC1	-5	8	0	i	11	33	1	-13	10	6
O=C(CSc1ccccc1)NCCc1ccc(F)cc1	-3	-44	-2	i	-10	-1	2	5	-5	-44
CN(C)C(=O)/C=C\c1cn(-c2ccccc2)nc1-c1ccc2c(c1)OCCO2	-2	-2	-3	i	19	-4	3	-6	31	10
O=C(OCC(=O)N1CCOCC1)c1cccc(S(=O)(=O)N2CCCc3ccccc32)c1	4	-7	-1	i	-1	-4	-4	0	-3	27
Cc1ccc(C2NS(=O)(=O)N=C2N)cc1 (stereo unspecified)	0	-26	-2	i	2	8	0	-6	-1	18
Cc1cccc(C)c1NC(=O)CSc1nnc(NC(=O)CN2CCOCC2)s1	1	-20	1	i	2	9	0	0	4	14
COc1ccc(C)cc1NC(=O)NNC(=O)C1CCC(C(C)(C)C)CC1 (stereo unspecified)	-5	-36	0	i	0	12	-1	3	-5	-5
COc1ccc(-n2c(=S)[nH]c3cc(C(=O)Nc4cc(OC)c(OC)c(OC)c4)ccc3c2=O)c(OC)c1	1	6	-5	i	3	16	-1	0	5	13
C=CCn1c(N(C)C)nc2c1c(=O)[nH]c(=O)n2C	x	x	0	i	0	15	0	x	11	11
CCOC(=O)C1CCCN(C(=O)c2cc(-c3ccccc3)on2)C1 (stereo unspecified)	5	-75	-3	i	7	-31	-5	-5	27	-27
CCOCC(=O)Nc1nc2ccc(OC)cc2s1	3	-76	16	i	25	14	-2	0	49	-89
COc1ccc(NC(=O)CN2CCN(c3ccc(C)cc3C)CC2)cc1	0	-37	-5	i	-2	28	2	-2	29	20
CCOC(=O)N1CCN(S(=O)(=O)c2cc(-c3nn4c(C)nnc4c4ccccc34)ccc2C)CC1	4	-12	0	i	7	15	1	-1	1	8
CCCCOC(=O)C[N+](C)(C)CCOC1CC2CCC1(C)C2(C)C (stereo unspecified)	-1	-14	3	i	-10	6	-5	2	-6	0
COc1ccc(N(C(=O)/C=C/c2ccccc2)C2=CC3CCC(C2)N3C)cc1 (stereo unspecified)	0	-6	0	i	-1	-21	1	0	1	21
CN(C)c1ccc(/C=C2\CCCc3c2nc2ccccc2c3C(=O)O)cc1	-6	-102	-2	i	8	11	3	3	23	-121
C=C1C(C(=O)Nc2ccc(OCC)cc2)C1C(=O)Nc1ccc(OCC)cc1 (stereo unspecified)	0	-7	-3	i	4	3	-2	0	-5	8
CC(Sc1nnc(-c2ccc(OC(F)F)cc2)o1)C(=O)NCC1CCCO1 (stereo unspecified)	-6	-26	-3	i	-3	8	-1	-5	1	-11
Cc1cc(C)n2nc(CNS(=O)(=O)c3cccc([N+](=O)[O-])c3)nc2n1	-3	-5	7	i	11	4	3	-6	11	-2
COc1cccc(CN(C)C(=O)CSc2nc3ccccc3[nH]2)c1OC	0	-56	0	i	6	x	x	4	13	-43
Cc1ccc(N(C(=O)Cn2nnc(-c3ccccc3F)n2)C(C(=O)NC2CCCC2)c2ccncc2)cc1 (stereo unspecified)	2	-3	-1	i	16	11	1	-3	32	7
CCc1nnc(NC(=O)CSc2nc(C)cs2)s1	2	-2	-1	i	-7	-3	-3	2	-2	-21
Cc1ccc(-c2cc(C(=O)N/N=C/c3c[nH]c4ccccc34)n[nH]2)o1	1	-4	1	i	-1	-20	1	-7	-11	-2
CCCCCC(=O)NNC(=S)NC(C)=O	5	-11	-2	i	-6	17	-3	-6	6	-27
Cc1ccnc(NC(=O)c2ccc(OCC3CCCO3)cc2)c1 (stereo unspecified)	x	x	11	i	-20	45	-8	x	-17	55
CN1C(=O)C(CC(=O)NCCc2ccccc2)N(NC(=O)c2cccc(F)c2)C1=S (stereo unspecified)	4	-16	0	i	-4	5	-3	9	-13	3
O=C(CN1CCOCC1)Nc1scc(-c2ccccc2)c1C(=O)N1CCOCC1	2	-20	1	i	-2	22	2	-2	-4	4
CC(C)c1ccc(NC(=O)[C@@H](NC(=O)N2CC(=O)Nc3ccccc32)C(C)C)cc1	-1	-24	1	i	1	17	-5	5	15	-34
Cc1csc(=O)n1CCC(=O)OCC(=O)Nc1cc(Cl)ccc1[N+](=O)[O-]	x	x	0	i	1	17	3	x	7	-7
COc1ccc(CNC(=O)CN2c3ccccc3S(=O)(=O)c3ccccc32)cc1	-1	-7	-2	i	13	21	-1	-5	18	1
CCOC(=O)C(CO)(NC(C)=O)C(=O)OCC	-2	5	-3	i	-4	-4	1	-4	-4	1
Fc1ccc(OCCn2cnc(Cl)c2Cl)cc1	-1	6	-2	i	3	-23	2	2	15	8
CN(C)N1C(N)=C(C#N)C(c2ccccc2)C2=C1CCCC2=O (stereo unspecified)	-1	5	7	i	0	7	-7	-5	-14	-14
COc1ccc(C(=O)NCC(=O)N2CCN(c3ccccc3)CC2)cc1	-2	9	-1	i	-5	25	-1	0	-5	4
CCn1c(CCNC(=O)c2ccc(C)cc2)nnc1SCc1ccc(Cl)c(Cl)c1	-3	-4	0	i	6	21	1	0	-13	23
Cc1n[nH]c(=O)n1-c1cccc(C(F)(F)F)c1	3	-8	2	i	4	-6	0	6	10	5
